MsrA inh – bovine MsrA inhibition. 360,000 compounds, 0.75% hits. AID 651718. purified bovine MsrA, absorbance read-out. inhibition, % at 15.5 µM; in the data active means inhibition above about 4.5%;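 further: 0% = vehicle wells with enzyme and 100% = reference inhibitor wells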
E coli Lon inh – inhibitors of E. coli Lon protease; inhibition, % at 7.94 µM; 360,000 compounds, 0.42% hits; P0A9M0; purified E. coli Lon protease, fluorescence polarization; in the data active means inhibition above about 13%, passing the limit was not always enough;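 further: 0% = enzyme with probe and DMSO and 100% = no enzyme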
MsrA act – bovine methionine sulfoxide reductase A activation; purified bovine MsrA, absorbance read-out; activation, % at 10.6 µM; 360,000 compounds, 0.3% hits; AID 602163; in the data active means activation above about 7.5%;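 further: 0% = vehicle and 100% = reference activator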
Rpn11 block – blocks the human proteasome subunit Rpn11. AID 588493. 360,000 compounds, 0.59% hits. human 26S proteasome, Ub4-pepOG fluorescence polarization; 20S core pre-blocked with epoxomicin. calls only at 20 µM;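 active means inhibition at 20 µM, scaled to each plate's controls, above about 33%, limit read from the data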
Target sequence (O00487 whole entry, looked up): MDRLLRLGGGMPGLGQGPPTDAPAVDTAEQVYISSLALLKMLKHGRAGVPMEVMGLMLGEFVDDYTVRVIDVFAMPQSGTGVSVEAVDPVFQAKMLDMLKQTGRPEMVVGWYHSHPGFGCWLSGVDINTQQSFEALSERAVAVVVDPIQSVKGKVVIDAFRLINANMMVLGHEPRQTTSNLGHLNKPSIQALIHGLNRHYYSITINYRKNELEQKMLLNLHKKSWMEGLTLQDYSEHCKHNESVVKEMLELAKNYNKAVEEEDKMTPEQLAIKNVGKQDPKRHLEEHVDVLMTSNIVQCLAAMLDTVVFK
MLLE-PAM2 inh – inhibitors of microRNA-mediated deadenylation, human PABP1 MLLE binding; GST-MLLE / FITC-PAM2 fluorescence polarization; P11940; AID 588489; 360,000 compounds, 0.36% hits; inhibition, % at 20 µM; in the data active means inhibition above about 35%, passing the limit was not always enough;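 further: plate controls were DMSO wells with GST-MLLE for no effect and wells lacking GST-MLLE protein for full effect; some results filed as inactive read as strong as hits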
MT1-MMP act inh – inhibitors of human MT1-MMP activation; GFP/RFP ratio change, % at 20 µM; HT1080 RFP-PRO-GFP cells, GFP/RFP ratio fluorescence, overnight; percent of plate control window, DMSO zero; AID 651647; 360,000 compounds, 0.061% hits;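 active means GFP/RFP ratio change of at least 30% with cell ATP level not reduced by more than half and red fluorescence within 50% of control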; further: strong numbers were not always called active
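Assay system: HT1080 RFP-PRO-GFP cells. Benchmarks: DMSO vehicle wells and RFP-L50D-GFP reporter cell wells. Times: overnight cell settling, then overnight compound exposure, 37 °C, 5% CO2. Compound: 20 µM single dose, 1% DMSO. Read-out basis: GFP/RFP fluorescence ratio.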
Rin1 Abl inh – blocks binding of human Rin1 to Abl | TR-FRET Rin1/Abl binding, biochemical | inhibition, % at 7.35 µM | 360,000 compounds, 0.4% hits; in the data active means inhibition above about 5%, passing the limit was not always enough
CSN inh – inhibitors of human CSN-mediated cullin deneddylation; Q92905; Purified CSN, SCF-Nedd8-OG deneddylation, fluorescence polarization; 360,000 compounds, 0.38% hits; AID 651999; inhibition, % at 12.5 µM;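 active means pattern-corrected inhibition above about 35%, with an unprinted fluorescence ratio check between 0.5 and 1.5, limit read from the data, passing the limit was not always enough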;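 further: 0% = enzyme with substrate and 100% = substrate without enzyme; some results filed as inactive read as strong as hits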
Target sequence (Q92905 whole entry, looked up, one chain of several): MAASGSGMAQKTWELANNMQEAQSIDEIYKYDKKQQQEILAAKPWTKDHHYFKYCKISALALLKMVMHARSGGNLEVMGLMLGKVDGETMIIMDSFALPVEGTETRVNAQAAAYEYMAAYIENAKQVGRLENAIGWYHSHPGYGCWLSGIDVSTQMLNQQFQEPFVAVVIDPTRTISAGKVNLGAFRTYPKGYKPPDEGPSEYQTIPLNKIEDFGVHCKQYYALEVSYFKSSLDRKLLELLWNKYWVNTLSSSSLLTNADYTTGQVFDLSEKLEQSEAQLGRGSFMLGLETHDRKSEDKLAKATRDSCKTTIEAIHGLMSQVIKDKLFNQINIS
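Assay system: HEK293T-derived human Csn5 enzyme; quantity: 0.24 nM enzyme; medium: Tris/NaCl/DTT buffer, pH 7.5; also added: substrate SCFSkp2-Nedd8OG, 10 nM; doses: 12.5 µM compound; schedule: 90 min reaction at room temperature; signal: FP; read-out: % inhibition of substrate cleavage by Csn5; benchmarks: substrate-only high control, full reaction low control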
FAS TE block – inhibitors of human fatty acid synthase thioesterase domain | inhibition, % at 15 µM | recombinant FAS-TE, OMFH fluorogenic substrate, fluorescence endpoint | 360,000 compounds, 0.67% hits | P49327;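 active means compounds whose normalised, plate-corrected inhibition of enzyme fluorescence in the single-dose primary screen is 50% or more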;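 further: 0% = DMSO with enzyme and 100% = substrate without enzyme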
* = called active by the depositor; i = inactive; / = not tested or not shown.

SMILES	MsrA inh	E coli Lon inh	MsrA act	Rpn11 block	MLLE-PAM2 inh	MT1-MMP act inh	Rin1 Abl inh	CSN inh	FAS TE block
OCC[C@@H]1C[C@H](O)[C@@H](O)[C@@]2(Cc3ccccc3O2)O1	-0.4	-9	-3	i	0	2	3	1	-2
COC(=O)CCC(=O)N1CCCC(C(=O)c2cc(F)ccc2F)C1 (stereo not given)	0.4	5	-1	i	-12	-1	-3	2	0
CN(CCC1CCCCO1)C(=O)c1cc(COc2ccc(F)cc2F)on1 (stereo not given)	-0.4	13	-12	i	-8	5	2	3	4
CCOc1ccccc1N1CCN(CC(=O)N(C2CCCC2)C2CCS(=O)(=O)C2)CC1 (stereo not given)	-1.7	-2	-2	i	-9	-4	1	2	-11
CCOC(=O)c1cc(N2CCCCC2)nc2ccccc12	0.3	3	0	i	13	-1	1	-6	14
Cc1cccc2nc(CSc3ncccc3C(=O)O)cn12	-0.7	-2	-2	i	0	2	-2	13	-3
CCN(C(=O)COC(=O)CCc1ccccc1OC)c1c(N)n(Cc2ccccc2)c(=O)[nH]c1=O	-0.4	-1	0	i	-1	-2	-4	-5	-16
COc1ccc(C(C)(C)C)cc1NC(=O)CCCn1c(=O)oc2ccccc21	-0.6	-5	-2	i	-6	2	-3	-3	24
CCCOC(=O)C1[C@H]2C(=O)N(Cc3ccco3)C[C@]23C=C[C@H]1O3 (stereo not given in full)	-1.0	-2	-1	i	7	3	-2	3	-2
CCN(CC)S(=O)(=O)c1ccc(OCC(=O)NC2CCS(=O)(=O)C2)c([N+](=O)[O-])c1 (stereo not given)	1.2	-9	0	i	-8	0	-1	-3	-8
Cc1ccc(S(=O)(=O)NCCCn2ccnc2)cc1	-1.6	4	-1	i	-12	8	-2	-3	-12
CCOC(=O)Cn1nc(C)c(NC(=O)c2ccc([N+](=O)[O-])c(C)c2)c1C	-0.2	1	-17	i	-19	-1	0	0	-6

Shown field by field: entries from further up
CCCOC(=O)C1[C@H]2C(=O)N(Cc3ccco3)C[C@]23C=C[C@H]1O3 (stereo not given in full)
  MsrA inh = -1.0
  E coli Lon inh = -2
  MsrA act = -1
  Rpn11 block = i
  MLLE-PAM2 inh = 7
  MT1-MMP act inh = 3
  Rin1 Abl inh = -2
  CSN inh = 3
  FAS TE block = -2

CCN(CC)S(=O)(=O)c1ccc(OCC(=O)NC2CCS(=O)(=O)C2)c([N+](=O)[O-])c1 (stereo not given)
  MsrA inh = 1.2
  E coli Lon inh = -9
  MsrA act = 0
  Rpn11 block = i
  MLLE-PAM2 inh = -8
  MT1-MMP act inh = 0
  Rin1 Abl inh = -1
  CSN inh = -3
  FAS TE block = -8

Cc1ccc(S(=O)(=O)NCCCn2ccnc2)cc1
  MsrA inh = -1.6
  E coli Lon inh = 4
  MsrA act = -1
  Rpn11 block = i
  MLLE-PAM2 inh = -12
  MT1-MMP act inh = 8
  Rin1 Abl inh = -2
  CSN inh = -3
  FAS TE block = -12

More compounds:
SMILES	MsrA inh	E coli Lon inh	MsrA act	Rpn11 block	MLLE-PAM2 inh	MT1-MMP act inh	Rin1 Abl inh	CSN inh	FAS TE block
COc1cccc(CN(C)C(=O)C23CC4CC(CC(C4)C2)C3)c1	0.5	10	-2	i	6	-7	1	2	11
COc1ccc(C(=O)NCCS(=O)(=O)NC2CCCC2)cc1	-0.6	-1	-3	i	-2	5	1	-4	-8
O=C(c1ncc[nH]1)c1cccs1	1.8	6	-3	i	-2	-2	2	0	-8
CC(C)N1CCC(C)(C(=O)Nc2cccc3c2CCCC3)C1 (stereo not given)	-1.4	-17	-3	i	-16	-3	-2	-6	-12
c1ccc(-c2cc(-c3ccccc3)ncn2)cc1	0.7	7	-2	i	1	2	-1	-1	10
CCCC(=O)Nc1nnc(S(=O)(=O)N2CCCCCC2)s1	0.1	-3	-7	i	-11	-1	1	2	-8
COc1ccccc1-c1nnc(SCC(=O)O)n1-c1ccc(C)cc1	0.0	0	-6	i	-8	-4	2	-7	-4
COc1ccccc1NC(=O)N1CCOCC1	-0.4	-4	-2	i	2	-4	-1	-1	-5
COc1ccc(OC)c(S(=O)(=O)N2CCC(C(=O)Nc3cc(C)ccc3C)CC2)c1	-0.3	-9	-2	i	-6	3	4	-2	-1
COc1cccc(C2Nc3ccc4ccccc4c3C3=C2C(=O)CC(C)(C)C3)c1OCC(=O)O (stereo not given)	0.2	2	-3	i	3	-3	-2	-3	-4
Cc1ccccc1OCc1occc1C(=O)Nc1cccc(-n2cnnn2)c1	-0.5	2	-5	i	-2	-3	5	0	40
Cc1ccc(N(C)S(=O)(=O)c2ccc(-c3cnc(C4CC4)o3)cc2)cc1	0.0	-3	-5	i	-5	5	7	0	29
CC(OC(=O)[C@@H](NC(=O)c1ccco1)C(C)C)C(=O)Nc1ncc(Cl)cc1Cl (stereo not given in full)	1.6	-6	-3	i	10	-2	0	0	-3
CCOc1ccccc1C(c1c(C)n(C)n(-c2ccccc2)c1=O)c1c(C)n(C)n(-c2ccccc2)c1=O	-0.7	-8	-3	i	3	-1	0	0	1
O=c1cc(-c2cccc(Cl)c2)oc2cccc(O)c12	-0.4	1	-7	i	-4	2	0	-1	-3
C=CCNc1nnc(Sc2ncccc2[N+](=O)[O-])s1	2.4	0	-4	i	15	8	1	3	8
O=C(CCCn1cncn1)N1CCCC(N2CCN(c3ccc(F)cc3)CC2)C1 (stereo not given)	0.8	-18	-5	i	-8	2	-1	-5	-7
COC(=O)C1=C(C)NC2=C(C(=O)CC(C)(C)C2)C1c1ccccn1 (stereo not given)	0.1	-17	2	i	1	5	-3	1	-12
CCCCN1CN(Cc2ccccc2)CNC1=S	-0.6	-1	-4	i	-71	2	-1	0	-9
CC(C)C[C@H](NC(=O)OC(C)(C)C)C(=O)N[C@@H](CO)[C@H](O)[C@@H]1C[C@@H]1C(=O)N1CCCC1	-0.1	-5	-1	i	-3	3	-1	-2	-8
CC(=O)OCC1=C(C(=O)O)N2C(=O)C(NC(=O)CCn3nc(C)c(Cl)c3C)C2SC1 (stereo not given)	-0.6	-3	-2	i	-8	-1	-1	0	-4
Cc1c(Cl)ccc2c(C(=O)NCCCn3nccc3C)cc(-c3ccccn3)nc12	-0.8	1	-8	i	5	-3	3	3	16
Cc1ccc(S(=O)(=O)Cc2ccc(C(=O)NCCc3ccccc3)o2)cc1	-0.5	10	-2	i	-6	-3	-2	3	-4
CCOC(=O)C1CCN(C(=O)Nc2ccc3snnc3c2)CC1	1.4	9	-1	i	8	-3	-1	-3	-5
CCN1C(=O)[C@H]2[C@@H](c3ccc(-c4ccc(F)cc4)c(OC)c3)N3CCC[C@@]3(C(=O)OC)[C@H]2C1=O	0.2	-3	-4	i	-8	-5	0	-1	13
O=C(O)c1ccc(-c2noc(-c3ccccc3Cl)n2)cc1	0.3	4	-4	i	-10	5	0	-3	-18
COc1cc([N+](=O)[O-])cc2sc(NC(=O)c3c(F)cccc3F)nc12	-0.3	9	-5	i	-12	2	3	-7	27
CN(C)CCNC(=O)c1ccc(-c2nn(C)c(=O)c3ccccc23)cc1	0.6	2	-8	i	-6	-2	0	2	-10
CCC1CCCCN1CC(=O)c1c(C)[nH]c2ccccc12 (stereo not given)	-0.6	-2	-11	i	-18	-2	3	0	-3
Cc1ccc(NC(=O)CC2S/C(=N/N=C/C=C/c3ccccc3)NC2=O)cc1Cl (stereo not given)	1.8	1	-11	i	-4	4	-1	3	12
CC1CN(Cc2nc3c(c(=O)n(C)c(=O)n3C)n2CC(=O)c2ccccc2)CC(C)O1 (stereo not given)	1.6	-3	-3	i	9	-1	4	0	-3
Cc1c(C(=O)N2CCOCC2)c(S(=O)(=O)Nc2ccc(F)cc2)c(C)n1C	0.3	2	-1	i	2	0	1	4	-6
CCc1ccc2oc(-c3cc(N)ccc3O)nc2c1	0.7	7	1	i	13	2	-5	0	4
CC1CCCCN1C(=O)COc1ccc(NC(=O)c2ccco2)cc1 (stereo not given)	0.1	-12	1	i	15	-1	2	1	-13
O=C(CSc1ccc(Br)c2cccc(Cl)c12)Nc1ccc(S(=O)(=O)Nc2nccs2)cc1	2.4	5	-11	i	4	15	2	1	17
CC(=O)Nc1cc(-c2ccccc2)cn2c(-c3ccc(F)c(Cl)c3)cnc12	0.1	-25	0	i	-29	-8	-5	10	16
CC(C)[C@H](NC(=O)N1CC(=O)Nc2ccccc21)C(=O)N[C@@H](Cc1c[nH]c2ccccc12)C(=O)O	0.1	-3	-2	i	-1	-2	-3	0	-3
CSc1ccccc1C(=O)N1CCC2(CC1)CC(=O)c1ccccc1O2	0.5	1	-3	i	5	0	2	0	-5
COc1cccc(C(C)(O)c2nc(-c3cccs3)cs2)c1 (stereo not given)	0.0	14	-1	i	-14	1	0	2	5
Cc1onc(-c2ccccc2Cl)c1C(=O)Nc1ccc(CN2CCCC2)cc1	1.3	1	-3	i	-8	-1	3	4	-8
COc1ccc2nc(N3CCC(O)CC3)c(C#N)cc2c1	-0.9	0	5	i	33	-12	-3	-2	-9
CC(C)(C)c1csc(NC(=O)c2c(F)c(F)c(F)c(F)c2F)n1	1.4	-6	-4	i	3	-4	2	-3	3
COc1ccc(C2=Nc3ccccc3NC(=O)C2N(Cc2ccccc2)C(=O)C2=NNC(=O)CC2)cc1 (stereo not given)	2.0	-11	-6	i	-1	2	4	2	-4
COc1ccc2c(c1)CCc1c-2n[nH]c1C(=O)NCCC(C)C	-1.3	2	-6	i	3	2	2	0	4
COc1ccc([N+](=O)[O-])cc1N(CC(O)CN(CC(C)C)CC(C)C)S(=O)(=O)c1ccccc1 (stereo not given)	1.6	-6	-1	i	-2	-8	-1	1	48
Clc1cccc(Nc2nc(N3CCOCC3)nc(N3CCOCC3)n2)c1	0.9	-2	-1	i	1	-11	0	0	3
COc1ccc(NC(=O)N2CCN(c3nc(-c4cccc(OC)c4)cs3)CC2)cc1	0.9	2	-2	i	16	-6	3	8	20
Cc1ccc(F)cc1-c1cc(C(=O)NCc2cc(C(F)(F)F)cc(C(F)(F)F)c2)[nH]n1	-0.8	-10	0	i	-4	3	1	5	12
O=[N+]([O-])c1cc(-n2cnnn2)ccc1N1CCC(Cc2ccccc2)CC1	1.0	4	-14	i	0	20	-6	-2	9
CN(CCc1ccccn1)C(=O)Nc1ccc(Cl)cc1	1.7	-4	-10	i	-1	-1	-2	1	-7
Cc1ccc(-n2c(N)c(-c3nc4ccccc4n3C)sc2=S)cc1	-0.8	5	2	i	9	-6	1	4	21
CCn1nnnc1SCC(=O)NCc1ccco1	1.0	-9	-8	i	-8	-4	0	-5	-5
Cc1ccccc1Cn1ccc(NC(=O)c2onc(C)c2Cl)n1	-0.2	-2	-1	i	11	3	0	0	4
COC(=O)[C@]1(Cc2ccccc2)N[C@H](c2ccc(-c3cccc(Cl)c3)c(OC)c2)[C@@H]2C(=O)N(C)C(=O)[C@@H]21	3.0	-4	-2	i	-1	-14	0	1	93*
COC(=O)Cc1ccc(NC(=O)C(c2ccccc2)c2ccccc2)cc1	-0.6	-5	-3	i	-10	-1	-2	-3	17
CC(C)(C)OC(=O)[C@H](CCCCN)NC(=O)c1[nH]cnc1C(=O)N[C@@H](Cc1ccccc1)C(=O)OCc1ccccc1	/	-2	1	i	-1	1	3	1	-12
CSc1ccc(CNc2cccc3ccccc23)cc1	-0.7	12	-4	i	10	5	1	17	25
COc1ccc(C(=O)NC(=S)N(C)C2CCCCC2)cc1Br	-0.2	-5	-2	i	24	3	-5	2	9

Compound activity deposited in PubChem by several laboratories.

Random draw from the library (roughly 3.7% active in at least one column).
